Source: PubChem (NMMLSC)
Bim-Mcl-1 – disrupts Bim peptide binding to human Mcl-1 | Q07820 | Bead-based flow cytometry, Bim peptide-Mcl-1 binding | inhibition, % at 10 µM | 0.1% of 190,000 active;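 also: 0% = no compound tracer wells and 100% = peptide blocker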
Target sequence (Q07820 whole entry, looked up): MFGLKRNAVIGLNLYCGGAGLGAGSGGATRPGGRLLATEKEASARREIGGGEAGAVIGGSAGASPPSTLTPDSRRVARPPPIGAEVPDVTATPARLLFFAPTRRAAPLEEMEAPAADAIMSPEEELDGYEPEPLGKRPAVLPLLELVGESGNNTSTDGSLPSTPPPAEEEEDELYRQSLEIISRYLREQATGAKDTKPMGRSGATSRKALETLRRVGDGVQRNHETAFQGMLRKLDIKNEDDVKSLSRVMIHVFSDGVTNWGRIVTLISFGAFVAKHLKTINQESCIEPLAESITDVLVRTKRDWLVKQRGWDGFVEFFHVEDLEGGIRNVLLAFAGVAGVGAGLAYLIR
Bcl-B Bim block – disrupts Bim peptide binding to human Bcl-B. Q9HD36. bead-based flow cytometry. inhibition, % at 10 µM. 0.073% of 190,000 active;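 also: 0% = tracer peptide without compound and 100% = reference inhibitor peptide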
Bfl-1 Bim block – human Bim-Bfl-1 interaction inhibition; 0.12% of 190,000 active; Q16548; Bead-based flow cytometry, Bim-Bfl-1 binding inhibition; inhibition, % at 10 µM;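 also: 0% = wells without compound plus tracer and 100% = blocker peptide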
ABCG2 inh – human ABCG2 inhibition, ABCB1 as counter-screen. inhibition, % at 6.6 µM. AID 1325. Q9UNQ0. IgMXP3 cells, JC-1 efflux, flow cytometry. 0.1% of 190,000 active;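 active = inhibition above 80%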;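 also: 0% = DMSO and 100% = nicardipine control wells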
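Test system: IgMXP3 (ABCG2) plus far-red-tagged CCRF-Adr (ABCB1) cells / Amount: 3 million cells/mL in well / Reagent: JC-1 transporter substrate / Timing: 10 min compound exposure, 25 °C / Signal: flow cytometry, 530 nm JC-1 signal / Read-out: percent efflux inhibition, scaled nicardipine 100% to DMSO 0% / Benchmarks: nicardipine as high control, DMSO as low control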
Bim-Bcl-W – human Bim-Bcl-W interaction inhibition; 0.02% of 190,000 active; inhibition, % at 10 µM; bead-based flow cytometry, Bim peptide-Bcl-W binding; AID 952;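 also: 0% = bound tracer without compound and 100% = peptide blocker; higher means less fluorescent Bim peptide bound to Bcl-W beads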
RGS7-Gao – modulates binding of RGS7 to human Galphao; P09471; Multiplexed bead flow cytometry; actives lie on both sides; binding response (% of control), % at 10 µM; 0.35% of 220,000 active; in the data active = binding response below about 49% or above about 150%; inconclusive = no clear call, values can overlap the other calls; inactive = in between;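 also: fluorescent Galphao held in activated GDP-AlF4 state binding bead-coupled RGS7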
Target sequence (P09471 whole entry, looked up): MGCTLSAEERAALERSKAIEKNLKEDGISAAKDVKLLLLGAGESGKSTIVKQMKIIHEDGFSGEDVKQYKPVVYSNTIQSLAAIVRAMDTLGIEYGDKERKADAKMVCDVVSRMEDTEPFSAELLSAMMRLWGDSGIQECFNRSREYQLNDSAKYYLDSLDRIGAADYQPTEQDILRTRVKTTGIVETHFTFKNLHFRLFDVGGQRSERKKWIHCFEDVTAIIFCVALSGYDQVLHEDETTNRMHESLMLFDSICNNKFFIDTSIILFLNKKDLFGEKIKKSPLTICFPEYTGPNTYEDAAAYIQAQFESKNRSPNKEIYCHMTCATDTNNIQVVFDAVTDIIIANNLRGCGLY
RGS8-Gao reg – human RGS8-Galphao interaction regulation. P09471. multiplexed bead flow cytometry, RGS8-Galphao binding; actives lie on both sides. response (percent of control binding), % at 10 µM. 0.34% of 220,000 active. AID 1423; in the data active = response below about 60% or above about 140%; inactive = in between;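 also: Galphao activated as the GDP aluminium fluoride complex binding bead-coupled RGS8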
Bim-Bcl-2 – disrupts Bim peptide binding to human Bcl-2. 0.06% of 190,000 active. Bead-based flow cytometry, Bim peptide-Bcl-2 binding. inhibition, % at 10 µM. P10415; in the data active = inhibition above about 40%; inconclusive = no clear call, values can overlap the other calls;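 also: 0% = no compound wells with probe peptide and 100% = reference peptide inhibitor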
Target sequence (P10415 whole entry, looked up): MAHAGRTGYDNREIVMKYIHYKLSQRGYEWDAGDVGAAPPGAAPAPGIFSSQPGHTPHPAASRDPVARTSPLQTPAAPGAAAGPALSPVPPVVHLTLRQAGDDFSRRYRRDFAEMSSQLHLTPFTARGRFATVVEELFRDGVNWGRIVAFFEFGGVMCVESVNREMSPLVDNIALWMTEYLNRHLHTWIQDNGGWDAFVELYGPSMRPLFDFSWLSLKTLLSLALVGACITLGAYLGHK
Bcl-XL Bim block – human Bim-Bcl-XL interaction inhibition; Q07817; Bim peptide-Bcl-XL binding, bead flow cytometry, fluorescence; 0.04% of 190,000 active; AID 1007; inhibition, % at 10 µM
ABCB1 block – blocks JC-1 efflux by human ABCB1 transporter. CCRF-Adr cells, flow cytometry. inhibition, % at 6.6 µM. 0.067% of 190,000 active; in the data active = inhibition above about 40%;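 also: 0% = vehicle and 100% = reference inhibitor; higher value means more JC-1 retained so stronger ABCB1 efflux block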
RGS4-Gao reg – modulates binding of RGS4 to human Galphao | binding response (% of control), % at 10 µM | Multiplexed bead flow cytometry; actives lie on both sides | AID 1415 | P09471 | 0.33% of 220,000 active; in the data active = binding response below about 49% or above about 150%; inactive = in between;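 also: fluorescent Galphao activated with aluminum fluoride binding bead-coupled RGS4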
The depositor's hits bear a star; [ ] = another dose, or the depositor's remark. Rule as the data show it, unless noted: active = inhibition above about 40%.

Screening Cc1ccccc1C(=O)O/N=C(\N)c1cccc([N+](=O)[O-])c1 returned Bim-Mcl-1 -2, Bcl-B Bim block -11, Bfl-1 Bim block -20, ABCG2 inh 19, Bim-Bcl-W 0, RGS7-Gao 102, RGS8-Gao reg 102, Bim-Bcl-2 -11, Bcl-XL Bim block -11, ABCB1 block 1.3 and RGS4-Gao reg 99.
For O/N=C/c1cccnc1Sc1ccccc1 the results were Bim-Mcl-1 -4, Bcl-B Bim block -6, Bfl-1 Bim block -11, ABCG2 inh 0, Bim-Bcl-W -3, RGS7-Gao 157*[activator], RGS8-Gao reg 162*[activator], Bim-Bcl-2 -4, Bcl-XL Bim block -5, ABCB1 block 0.1 and RGS4-Gao reg 152*[activator].
`Clc1ccc(-c2nn3c(-c4ccccc4)nnc3s2)cc1` gave Bim-Mcl-1 -2, Bcl-B Bim block -7, Bfl-1 Bim block 0, ABCG2 inh 5, Bim-Bcl-W -5, RGS7-Gao 108, RGS8-Gao reg 100, Bim-Bcl-2 1, Bcl-XL Bim block -6, ABCB1 block -0.4 and RGS4-Gao reg 100.
`CC(C)CCn1c(NCCN(C)C)nc2c1c(=O)[nH]c(=O)n2C` gave Bim-Mcl-1 -5, Bcl-B Bim block -9, Bfl-1 Bim block -20, ABCG2 inh 3, Bim-Bcl-W -5, RGS7-Gao 102, RGS8-Gao reg 106, Bim-Bcl-2 -15, Bcl-XL Bim block -7, ABCB1 block 0.7 and RGS4-Gao reg 100.
For O=C(NC(=S)Nc1ccc(N2CCCCC2)c(Cl)c1)c1ccc2c(c1)OCCO2 the results were Bim-Mcl-1 -2, Bcl-B Bim block -1, Bfl-1 Bim block -4, ABCG2 inh 1, Bim-Bcl-W -4, RGS7-Gao 95, RGS8-Gao reg 100, Bim-Bcl-2 -5, Bcl-XL Bim block -2, ABCB1 block 0.3 and RGS4-Gao reg 101.
Screening CC(C)COP(=O)(OCC(C)C)C(O)c1ccc(F)cc1 (stereo unspecified) returned Bim-Mcl-1 1, Bcl-B Bim block 4, Bfl-1 Bim block 9, ABCG2 inh 5, Bim-Bcl-W 1, RGS7-Gao 101, RGS8-Gao reg 100, Bim-Bcl-2 0, Bcl-XL Bim block 1, ABCB1 block 0.5 and RGS4-Gao reg 98.
Screening CCOc1ccc(NC(N)=O)cc1 returned Bim-Mcl-1 -3, Bcl-B Bim block 1, Bfl-1 Bim block 2, ABCG2 inh 2, Bim-Bcl-W 0, RGS7-Gao 98, RGS8-Gao reg 98, Bim-Bcl-2 -2, Bcl-XL Bim block -1, ABCB1 block 0.1 and RGS4-Gao reg 98.
Screening CCNc1nc2c(c(=O)[nH]c(=O)n2C)n1Cc1ccc(F)cc1 returned Bim-Mcl-1 0, Bcl-B Bim block -4, Bfl-1 Bim block -4, ABCG2 inh 0, Bim-Bcl-W -2, RGS7-Gao 99, RGS8-Gao reg 95, Bim-Bcl-2 -4, Bcl-XL Bim block -2, ABCB1 block -0.1 and RGS4-Gao reg 86.
`COc1cc(NC(=O)CN2CCN(c3ccccc3F)CC2)c(C)cc1[N+](=O)[O-]` gave Bim-Mcl-1 -3, Bcl-B Bim block -3, Bfl-1 Bim block 3, ABCG2 inh 11, Bim-Bcl-W -4, RGS7-Gao 112, RGS8-Gao reg 109, Bim-Bcl-2 0, Bcl-XL Bim block -5, ABCB1 block 0.3 and RGS4-Gao reg 97.
Screening Cc1ccccc1CN1C[C@@H]2C[C@@H](c3cn(C)nc3-c3ccccc3)N3CCC[C@@]23C1=O returned Bim-Mcl-1 2, Bcl-B Bim block -4, Bfl-1 Bim block -1, ABCG2 inh 4, Bim-Bcl-W 1, RGS7-Gao 99, RGS8-Gao reg 97, Bim-Bcl-2 1, Bcl-XL Bim block 1, ABCB1 block 1.5 and RGS4-Gao reg 97.
`COc1ccc(CC(=O)NC(C)c2nnc(SCC(=O)Nc3ccccc3)n2C)cc1` (stereo unspecified) gave Bim-Mcl-1 1, Bcl-B Bim block 0, Bfl-1 Bim block -4, ABCG2 inh 1, Bim-Bcl-W 0, RGS7-Gao inconclusive, RGS8-Gao reg 102, Bim-Bcl-2 -1, Bcl-XL Bim block -4, ABCB1 block 0.2 and RGS4-Gao reg 104.
`CCOc1ccc(Cn2c(C)nc([N+](=O)[O-])c2SCC(O)CCl)cc1[N+](=O)[O-]` (stereo unspecified) gave Bim-Mcl-1 1, Bcl-B Bim block -3, Bfl-1 Bim block -11, Bim-Bcl-W 1, RGS7-Gao 100, RGS8-Gao reg 101, Bim-Bcl-2 -1, Bcl-XL Bim block -2 and RGS4-Gao reg 99.
`C=CCc1cccc2cc(C(=O)NC3CCCC3)c(=O)oc12` gave Bim-Mcl-1 0, Bcl-B Bim block -7, Bfl-1 Bim block -8, ABCG2 inh 18, Bim-Bcl-W -3, RGS7-Gao inconclusive, RGS8-Gao reg 99, Bim-Bcl-2 -4, Bcl-XL Bim block 0, ABCB1 block 1.8 and RGS4-Gao reg 98.
O=C(NNC(=O)c1sc2ccccc2c1Cl)Nc1ccc(Cl)cc1 was read as Bim-Mcl-1 -1, Bcl-B Bim block 0, Bfl-1 Bim block 1, ABCG2 inh 0, Bim-Bcl-W -2, RGS7-Gao 101, RGS8-Gao reg 101, Bim-Bcl-2 -2, Bcl-XL Bim block 0, ABCB1 block -0.1 and RGS4-Gao reg 100.
Screening COC(=O)c1ccc2c(=O)n(Cc3ccco3)c(SCC(=O)Nc3ccc(C)c(Cl)c3)nc2c1 returned Bim-Mcl-1 0, Bcl-B Bim block -3, Bfl-1 Bim block -4, ABCG2 inh 0, Bim-Bcl-W 2, RGS7-Gao 103, RGS8-Gao reg 106, Bim-Bcl-2 2, Bcl-XL Bim block -11, ABCB1 block -0.1 and RGS4-Gao reg 105.
Screening COc1cc2c(cc1OC)C(=O)CCS2 returned Bim-Mcl-1 -3, Bcl-B Bim block -9, Bfl-1 Bim block -13, ABCG2 inh 2, Bim-Bcl-W -2, RGS7-Gao 96, RGS8-Gao reg 102, Bim-Bcl-2 -10, Bcl-XL Bim block 0, ABCB1 block 0.4 and RGS4-Gao reg 101.
`Cc1ccc(C)c(-n2cc(-c3ccc(Cl)cc3)nc2SCC(=O)NC2CCS(=O)(=O)C2)c1` (stereo unspecified) gave Bim-Mcl-1 -9, Bcl-B Bim block -10, Bfl-1 Bim block -2, ABCG2 inh 23, Bim-Bcl-W -6, RGS7-Gao 97, RGS8-Gao reg 84, Bim-Bcl-2 -4, Bcl-XL Bim block -11, ABCB1 block 2.7 and RGS4-Gao reg 95.
For CC(=O)N1CCN(C(=S)c2ccc(Cl)cc2)CC1 the results were Bim-Mcl-1 15, Bcl-B Bim block 8, Bfl-1 Bim block 20, ABCG2 inh 0, Bim-Bcl-W 12, RGS7-Gao 111, RGS8-Gao reg 115, Bim-Bcl-2 12, Bcl-XL Bim block 19, ABCB1 block -0.4 and RGS4-Gao reg 112.
Screening NC(CO)c1cn([C@@H](CCC(=O)O)C(=O)N2CCNCC2)nn1 (stereo partly specified) returned Bim-Mcl-1 0, Bcl-B Bim block -4, Bfl-1 Bim block -6, ABCG2 inh 1, Bim-Bcl-W 0, RGS7-Gao 97, RGS8-Gao reg 99, Bim-Bcl-2 -2, Bcl-XL Bim block -3, ABCB1 block 0.4 and RGS4-Gao reg 99.
`COC(=O)c1[nH]c2ccccc2c1NC(=O)CCN1CCN(C2CCCCC2)CC1` gave Bim-Mcl-1 -2, Bcl-B Bim block -9, Bfl-1 Bim block -16, ABCG2 inh 7, Bim-Bcl-W 0, RGS7-Gao 104, RGS8-Gao reg 101, Bim-Bcl-2 -7, Bcl-XL Bim block -4, ABCB1 block 1.2 and RGS4-Gao reg 103.

Next part, overlapping the part above by 2 compounds.
Screening NC(CO)c1cn([C@@H](CCC(=O)O)C(=O)N2CCNCC2)nn1 (stereo partly specified) returned Bim-Mcl-1 0, Bcl-B Bim block -4, Bfl-1 Bim block -6, ABCG2 inh 1, Bim-Bcl-W 0, RGS7-Gao 97, RGS8-Gao reg 99, Bim-Bcl-2 -2, Bcl-XL Bim block -3, ABCB1 block 0.4 and RGS4-Gao reg 99.
`COC(=O)c1[nH]c2ccccc2c1NC(=O)CCN1CCN(C2CCCCC2)CC1` gave Bim-Mcl-1 -2, Bcl-B Bim block -9, Bfl-1 Bim block -16, ABCG2 inh 7, Bim-Bcl-W 0, RGS7-Gao 104, RGS8-Gao reg 101, Bim-Bcl-2 -7, Bcl-XL Bim block -4, ABCB1 block 1.2 and RGS4-Gao reg 103.
O=C(NCCSc1ccccc1)c1cncc(Br)c1 was read as Bim-Mcl-1 -4, Bcl-B Bim block 0, Bfl-1 Bim block 0, ABCG2 inh 3, Bim-Bcl-W -1, RGS7-Gao 123, RGS8-Gao reg 101, Bim-Bcl-2 -1, Bcl-XL Bim block 0, ABCB1 block 0.8 and RGS4-Gao reg 106.
For CCCCc1nc2n[nH]c(N)c2c2c1CSC(C)(C)C2 the results were Bim-Mcl-1 0, Bcl-B Bim block -9, Bfl-1 Bim block -7, ABCG2 inh 2, Bim-Bcl-W -2, RGS7-Gao 104, RGS8-Gao reg 106, Bim-Bcl-2 -10, Bcl-XL Bim block -9, ABCB1 block 0.1 and RGS4-Gao reg 102.
For CC(C)(C)C(=O)Nc1nnc(SCc2cccc(F)c2)s1 the results were Bim-Mcl-1 0, Bcl-B Bim block -3, Bfl-1 Bim block -4, ABCG2 inh 4, Bim-Bcl-W -2, RGS7-Gao 102, RGS8-Gao reg 102, Bim-Bcl-2 -5, Bcl-XL Bim block -2, ABCB1 block 0.3 and RGS4-Gao reg 101.
O=C1CC(c2ccccc2)CCc2sccc2N1 (stereo unspecified) was read as Bim-Mcl-1 -2, Bcl-B Bim block -3, Bfl-1 Bim block -2, ABCG2 inh -1, Bim-Bcl-W -2, RGS7-Gao 95, RGS8-Gao reg 86, Bim-Bcl-2 -5, Bcl-XL Bim block -4, ABCB1 block -0.3 and RGS4-Gao reg 101.
Screening O=c1c2ccccc2nc2n1C(CSCc1ccccc1)CS2 (stereo unspecified) returned Bim-Mcl-1 -3, Bcl-B Bim block -8, Bfl-1 Bim block 2, ABCG2 inh 5, Bim-Bcl-W -2, RGS7-Gao 102, RGS8-Gao reg 102, Bim-Bcl-2 -3, Bcl-XL Bim block -2, ABCB1 block 1.5 and RGS4-Gao reg 103.
For COc1ccccc1CCc1nnc(CCC(=O)NCC[C@@H]2C[C@@H]3C=C[C@H]2C3)o1 the results were Bim-Mcl-1 -1, Bcl-B Bim block -2, Bfl-1 Bim block -5, ABCG2 inh 4, Bim-Bcl-W 0, RGS7-Gao 102, RGS8-Gao reg 104, Bim-Bcl-2 0, Bcl-XL Bim block -3, ABCB1 block 0.7 and RGS4-Gao reg 103.
Screening CCC(O)CNc1nc(-n2nc(C)cc2C)nc2sc3c(c12)CC(C)(C)OC3 (stereo unspecified) returned Bim-Mcl-1 -2, Bcl-B Bim block -3, Bfl-1 Bim block -1, ABCG2 inh 2, Bim-Bcl-W -3, RGS7-Gao 93, RGS8-Gao reg 95, Bim-Bcl-2 0, Bcl-XL Bim block -5, ABCB1 block 0.9 and RGS4-Gao reg 91.
O=C1CC(c2ccccc2)n2nc(NS(=O)(=O)c3ccccc3)nc2N1 (stereo unspecified) was read as Bim-Mcl-1 -1, Bcl-B Bim block -4, Bfl-1 Bim block 0, ABCG2 inh 2, Bim-Bcl-W -6, RGS7-Gao 107, RGS8-Gao reg 106, Bim-Bcl-2 4, Bcl-XL Bim block 1, ABCB1 block 0.7 and RGS4-Gao reg 104.
